Bioassay records as filed in PubChem.
EPAC2 antagonist: blocks human EPAC2 exchange factor; EPAC2 GEF exchange of Rap1B-BODIPY-GDP, fluorescence; Potency, µM (highest dose often 114 µM), without a hit: at the top dose activity, negative = inhibition, most hits filed as inhibitors; 0.18% of 360,000 active; note: potency is the fitted concentration of half-maximal effect; % is set by controls: 0 for no effect and ±100 for the full control effect; nearly all actives have a fitted effect of over 45% in size; many of its hits are not listed in these tables
CCT chaperon mod: modulators of cytosolic chaperonin (CCT/TRiC) activity; purified chaperonin ATPase assay, HTRF ADP detection, 30 min; activity change, % (no concentration beside the values), hits read low; 0.3% of 360,000 active; in the data active = activity change below about -30%; note: % is set by controls: 0 for no effect and ±100 for the full control effect
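We incubate TRiC, 40 or 20 nM final, with library compounds at 76 uM and 10 uM ATP for 30 min at 37 °C. ADP formed is detected with Transcreener HTRF reagents after 30 min at room temperature.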
EPAC2 agonist: EPAC2 (human) agonism; Q8WZA2; 0.079% of 360,000 active; Potency, µM (top dose mostly 154 µM), for the others: top-dose activation, hits mostly activators; EPAC2 activation, biochemical qHTS; response scale: 100% = 6.5 mM cAMP response; note: potency is the fitted concentration of half-maximal effect; nearly all actives have a fitted effect of over 50% in size
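Each well held 100 nM EPAC2, 250 nM RAP1B-BODIPY-GDP and 50 uM GDP. Fluorescence, read at 5-min intervals to 30 min, was referenced to a 6.5 mM cAMP positive control.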
DRD3 antagonist: antagonists of human D3 dopamine receptor; P35462; D3R cells, DiscoveRx beta-arrestin luminescence, antagonist mode; stronger effect = lower value; max response, negative = inhibition, %; 2.5% of 360,000 active; AID 652054; in the data active = max response below about -50%; inconclusive = no clear call, values can overlap the other calls; note: % is set by controls: 0 for no effect and ±100 for the full control effect; mostly tested at two doses, the higher about 12 µM
Target sequence (P35462 whole entry, looked up): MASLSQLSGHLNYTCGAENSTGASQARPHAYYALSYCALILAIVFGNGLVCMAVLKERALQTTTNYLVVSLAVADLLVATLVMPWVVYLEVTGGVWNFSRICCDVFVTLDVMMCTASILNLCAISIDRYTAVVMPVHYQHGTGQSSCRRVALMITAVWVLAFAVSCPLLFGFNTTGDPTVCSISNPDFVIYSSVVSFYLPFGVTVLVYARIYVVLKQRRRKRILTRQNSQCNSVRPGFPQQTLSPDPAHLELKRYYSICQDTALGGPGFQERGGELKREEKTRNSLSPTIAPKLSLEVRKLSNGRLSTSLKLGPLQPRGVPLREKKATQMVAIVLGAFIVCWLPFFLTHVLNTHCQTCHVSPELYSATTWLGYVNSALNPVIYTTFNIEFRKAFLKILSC
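Cells expressing the human receptor were seeded at 1500 cells/well, incubated overnight at 37 degrees C in 5% CO2, then exposed to library compounds with dopamine controls for 90 minutes at 37 degrees C before luminescent detection.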
Akt phos inh: blocks phosphorylation of Akt; Neuro2A IGF-stimulated pAkt S473 HTRF, 20 min; stronger effect = lower value; activity change, % for hits at 50 µM; 0.32% of 360,000 active; in the data active = activity change below about -80%; inconclusive = mostly about -51% to -80%; note: % is set by controls: 0 for no effect and ±100 for the full control effect
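Neuro2A cells in DMEM with 0.5% FBS, overnight at 37 deg C, given compound at single 50 µM final, then IGF (6 nM final) for 20 min at 37 deg C. Lysed; phospho-Akt Ser473 by HTRF after 24 h, 665/615 ratio.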
MmCpn inh: inhibitors of Methanococcus maripaludis chaperonin (MmCpn); purified Mm-Cpn ATPase, ADP Transcreener TR-FRET; 0.031% of 330,000 active; Potency, µM (highest dose often 76.9 µM), for the others: top-dose activity, negative = inhibition, most hits filed as inhibitors; AID 504842; note: potency is the fitted concentration of half-maximal effect; % is set by controls: 0 for no effect and ±100 for the full control effect; nearly all actives have a fitted effect of over 80% in size
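Purified archaeal Mm-CPN (25nM final) preincubated 10 min at 37degC with compound, then 10uM ATP for 30 min at 37degC; ADP measured by HTRF Transcreener TR-FRET; buffer 30 mM TRIS pH 7.4, 100mM KCl, 5mM MgCl2, 1mM DTT.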
PTHR1 agonist: agonists of human PTHR1 parathyroid hormone receptor. Q03431. HEK293 GP2 PTHR1 cells, GloSensor cAMP luminescence, 1 h. Potency, µM (series often up to 115 µM), for the others: at the top dose activation, hits mostly activators. 0.075% of 410,000 active; note: potency is the fitted concentration of half-maximal effect; nearly all actives have a fitted effect of over 55% in size; some results filed as inactive show a strong effect at the top dose; inactives centre near -15; many of its hits are not listed in these tables
Target sequence (Q03431 whole entry, looked up): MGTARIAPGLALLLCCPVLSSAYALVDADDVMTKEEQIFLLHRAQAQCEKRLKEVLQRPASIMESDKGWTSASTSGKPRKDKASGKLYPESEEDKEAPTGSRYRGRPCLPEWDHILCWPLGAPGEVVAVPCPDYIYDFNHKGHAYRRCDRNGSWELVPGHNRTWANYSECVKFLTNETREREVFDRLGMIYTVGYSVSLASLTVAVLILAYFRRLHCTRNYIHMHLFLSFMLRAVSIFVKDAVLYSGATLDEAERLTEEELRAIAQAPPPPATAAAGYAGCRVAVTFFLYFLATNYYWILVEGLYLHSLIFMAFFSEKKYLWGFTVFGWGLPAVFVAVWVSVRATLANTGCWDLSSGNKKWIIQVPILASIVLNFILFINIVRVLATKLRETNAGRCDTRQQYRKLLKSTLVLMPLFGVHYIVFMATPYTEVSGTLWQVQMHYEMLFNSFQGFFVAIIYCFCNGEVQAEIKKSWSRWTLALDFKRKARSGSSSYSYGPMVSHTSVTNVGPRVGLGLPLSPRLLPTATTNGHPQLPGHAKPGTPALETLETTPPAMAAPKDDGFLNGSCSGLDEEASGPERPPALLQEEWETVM
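HEK-293-derived GP2 cells expressing PTHR1 and a GloSensor cAMP reporter, 3,000/well, plated overnight, given luciferin plus IBMX (each 0.5 mM as added) for 1 h at 37 °C, then compound for 1 h at 37 °C. Luminescence was read after 15 min at room temperature.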
D3 ag: activates the human D3 dopamine receptor; P35462; D3R DiscoveRx beta-arrestin cells, luminescence, 90 min; max activation, %; 0.58% of 410,000 active; AID 652048; in the data active = max activation above about 30%; note: 0% is about no effect; mostly tested at two doses, the higher about 12 µM
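Agonist-mode cell screen: cells plated at 1500/well and incubated overnight at 37 °C, then exposed to library compounds for 90 min at 37 °C. Detection reagent was added for 30–60 min at room temperature, and luminescence was read.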
Starred values were filed as active, the others as inactive; i = inactive; u = inconclusive; x = no result given; & = joins results of further samples; [ ] = another dose, or the depositor's remark. Unless noted, calls come from the whole dose curve; as a rule, active = well fitted curve in the direction sought with a large enough effect; inconclusive = small, poorly fitted or top-dose-only effect, or another doubt; inactive = no such curve, though single readings can be large; an effect the other way counts as inactive or inconclusive. Some of the compounds tested. The share of hits here may be higher or lower than overall.

SMILES	EPAC2 antagonist	CCT chaperon mod	EPAC2 agonist	DRD3 antagonist	Akt phos inh	MmCpn inh	PTHR1 agonist	D3 ag
COc1ccc(CCC(N)=O)cc1OC	2%	-1.2	5%	7	i	-2%	-7%	-4
c1ccc(-n2cnnc2SCc2cn3ccsc3n2)cc1	4%	-2.2	5%	10	i	0%	i	4
CC1CC(C)CN(CC(=O)Nc2cc(S(=O)(=O)N3CCOCC3)ccc2N2CCCC2)C1 (stereo not drawn)	-4%	-0.5	6%	-4	i	0%	-20%	1
CN(C)CCN(C(=O)c1cc(Cl)sc1Cl)c1nc2ccc(F)cc2s1	0%	-3.9	-3%	u	i	1%	i	-17
CCCCCCSC1=C(C#N)C(c2ccc(C)o2)CC(=O)N1 (stereo not drawn)	-1%	-6.4	9%	18	i	-1%	-7%[57.5 µM]	-7
CCOc1ccc(C(CC(=O)O)NC(=O)COc2ccccc2)cc1 (stereo not drawn)	-1%	-0.4	6%	-17	i	-1%	-14%[57.5 µM]	1
Cc1ccc(S(=O)(=O)CCC(=O)O)cc1C	-1%	0.5	4%	19	i	-1%	-22%[57.5 µM]	10
COc1ccc(C2CC(c3cccs3)=NN2C(=O)CSc2nnnn2C)cc1OC (stereo not drawn)	5%	-1.4	8%	11	i	-6%	i	1
O=C(COC(=O)c1ccccc1Cl)Nc1nccs1	4%	0.1	13%	10	i	3%	i	4
CC(C)COc1ccc(C(=O)Nc2ccc(N3CCOCC3)cc2N2CCOCC2)cc1	2%	-1.0	-13%	-6	i	2%	i	22
COc1ccccc1NS(=O)(=O)c1cc(NC(=O)c2cccs2)ccc1N1CCCCC1	-6%	-3.4	12%	-7	i	-12%	i	-5
CC(=O)Nc1cc2c(cc1Br)OCCO2	-1%	-1.6	0%	-9	i	1%	-5%	-1
CC1(C)Cc2ccccc2-c2nnc(SCc3ccccc3)n21	9%	5.6	13%	9	i	-1%	i	5
CC1CCCN(S(=O)(=O)c2ccc(NC(=O)C3CC(=O)N(C(C)(C)C)C3)cc2)C1 (stereo not drawn)	-21%	-2.4	-3%	-21	i	3%	i	-8
Clc1ccc(C2CC(c3cccs3)n3ncnc3N2)c(Cl)c1 (stereo not drawn)	-10%	-2.6	-3%	-1	i	u	-4%	-15
Cc1csc(CNC(=O)c2ccc(OC3CCN(CCc4ccccc4)CC3)cc2)n1	-10%	-5.5	2%	0	i	-1%	-11%	-15
Nc1c(C(=O)Nc2ccc3c(c2)OCCO3)nnn1Cc1cccc(F)c1	-12%	-1.2	2%	-10	i	1%	-4%	19
CCN(C(=O)COC(=O)c1ccco1)c1cccc2ccccc12	u	-1.0	-1%	3	i	-3%	-14%	2
COc1ccc(N(CC(=O)NCCC2=CCCCC2)S(=O)(=O)c2ccccc2)cc1OC	-3%	-0.2	-8%	2	i	1%	-17%	-8
O=C(NCCc1ccccc1)c1ccc(NC(=O)C2CCC2)cc1	-4%	-0.3	12%	-13	i	x	-17%	-34

Pulled one by one from the entries so far, 4 records:
SMILES	EPAC2 antagonist	CCT chaperon mod	EPAC2 agonist	DRD3 antagonist	Akt phos inh	MmCpn inh	PTHR1 agonist	D3 ag
CC1CCCN(S(=O)(=O)c2ccc(NC(=O)C3CC(=O)N(C(C)(C)C)C3)cc2)C1 (stereo not drawn)	-21%	-2.4	-3%	-21	i	3%	i	-8
COc1ccc(N(CC(=O)NCCC2=CCCCC2)S(=O)(=O)c2ccccc2)cc1OC	-3%	-0.2	-8%	2	i	1%	-17%	-8
O=C(COC(=O)c1ccccc1Cl)Nc1nccs1	4%	0.1	13%	10	i	3%	i	4
CCN(C(=O)COC(=O)c1ccco1)c1cccc2ccccc12	u	-1.0	-1%	3	i	-3%	-14%	2

Additional results:
SMILES	EPAC2 antagonist	CCT chaperon mod	EPAC2 agonist	DRD3 antagonist	Akt phos inh	MmCpn inh	PTHR1 agonist	D3 ag
CCN(CC)c1ncnc2c1ncn2[C@H]1CN(CCOC)C[C@@H](CO)O1	2%	-0.4	0%	19	i	x	-23%	-1
Cc1cccc(-n2cnc3cc(C(=O)N4CCCCC4)ccc32)c1	-3%	-3.4	12%	15	i	0%	-29%	-26
O=C(/C(=C/O)N=Nc1ccc(Cl)cc1)c1ccncc1	-5%	-3.4	0%	-5	i	-1%	-29%	-15
CC(NC(=O)C1CCC1)c1ccc(Cl)cc1 (stereo not drawn)	-2%	0.5	4%	3	i	0%	i	-4
O=C(CNC(=O)c1ccccc1)OC(C(=O)c1ccccc1)c1ccccc1 (stereo not drawn)	-19%	-7.2	18%	-23	i	0%	i	-7
CCCN(CC(=O)Nc1ccc(Cl)cc1Cl)C(=O)/C=C/c1cccc([N+](=O)[O-])c1	-2%	-0.1	12%	-13	i	0%	i	-2
O=C(c1cc(C2CC2)nn1-c1ccccc1)N1CCN(Cc2ccc(Cl)cc2)CC1	-4%	-1.6	21%	-22	i	-3%	-84%[inhibitor]	-15
O=C(c1cccs1)N1C[C@H](O)[C@@H](n2cc(-c3ccc(F)cc3)nn2)C[C@@H]1c1ccccc1	-1%	0.8	10%	22	i	x	-14%	2
Cc1ccc([C@@H]2[C@@H]3C(=O)N(C)C(=O)[C@@H]3[C@]3(Cc4ccccc4)C(=O)N(CCO)CC(=O)N23)o1	8%	1.0	-4%	5	i	3%	i	4
CC1(C)CCCC2=C1CC1C(=O)N(c3ccccc3)C(=O)C1C2 (stereo not drawn)	-4%	-2.2	14%[15.6 µM]	u	x	-1%	i	-5
O=C(Nc1ccon1)c1nc[nH]c1C(=O)N1CCN(c2ccccc2)CC1	9%	-0.6	0%	-5	i	1%	i	5
Cc1ccc(NC(=O)C2CC(=O)Nc3nc4ccccc4n32)c(C)c1 (stereo not drawn)	6%	-2.5	10%	0	i	1%	i	-11
Cc1cccc(NC(=O)CC2Nc3cccc4cccc(c34)NC2=O)c1 (stereo not drawn)	-1%	3.2	-4%	9	i	-3%	-2%	-5&16
CC(Oc1ccc2c3c(c(=O)oc2c1)CCC3)C(=O)NCCN1CCOCC1 (stereo not drawn)	4%	2.9	2%	-10	i	0%	i	-4
CC(=O)N1CCC(O)(c2ccc3c(c2)OCO3)CC1	12%	2.2	3%	-2	i	-1%	i	1
N#C/C(=C\c1ccc(Cl)cc1)C(=O)NC1CC1	5%	-1.0	15%	-27	i	x	-43%[inhibitor]	-16
Clc1cccc(N/N=C/c2ccncc2)c1	u	0.1	6%	-14	i	1%	i	-3
COc1ccc(CN(C)C(C)C(=O)Nc2ccc(S(=O)(=O)N3CCCCC3)cc2)c(OC)c1 (stereo not drawn)	-13%	0.3	1%	-22	i	-2%	i	-16
CCOc1ncccc1C(=O)N=C1SCCN1C(=O)c1cccnc1OCC	-6%	-1.4	6%	-8	i	2%	i	-4
CCCCCCn1c(SCC(C)C)nc2c1c(=O)[nH]c(=O)n2C	8%	0.1	-8%	9	i	0%	i	0
COc1ccc(CCNC(=O)c2ccc3nc(-c4ccco4)c(-c4ccco4)nc3c2)cc1OC	0%	0.4	14%	u	i	-5%	-36%[inhibitor]	10
CCOC(=O)Nc1ccc(S(=O)(=O)NCc2ccccc2)cc1	-1%	0.7	8%	7	i	-2%	i	5
CCOc1ccc(N2C(=O)c3cccnc3C2Nc2ccc(C)cc2)cc1 (stereo not drawn)	-3%	-4.1	14%	-10	i	0%	i	0
COc1ccc(CN(C)C(=O)Cc2ccsc2)c(OC)c1OC	-8%	-1.5	13%	-4	i	1%	i	-8
O=C(O)c1cc(O)c2c(c1)[C@@H]([C@H]1c3cc(C(=O)O)cc(O)c3C(=O)c3c(O[C@@H]4O[C@H](CO)[C@@H](O)[C@H](O)[C@H]4O)cccc31)c1cccc(O[C@@H]3O[C@H](CO)[C@@H](O)[C@H](O)[C@H]3O)c1C2=O	u	-0.2	-4%	-50*	i	-7%	-87%[inhibitor]	-20
CCOC(=O)N1CCN(C(=O)/C(=C/c2ccc(Cl)cc2)NC(=O)c2ccccc2)CC1	-6%	-4.5	11%	8	i	-1%	14%	-2
CCOP(=O)(O)c1ccccc1OCCCCCOc1ccccc1P(=O)(O)OCC	13%	0.0	-4%	28	x	-2%	i	7
CC(C)(C)c1ccc(C(=O)N2CCC2(C)C(=O)Nc2cccc(C#N)c2)cc1 (stereo not drawn)	-2%	-0.5	19%	0	i	x	-21%	-9
CC(C)OC(=O)C1C(=O)CC(C)(O)C(C(=O)OC(C)C)C1c1cccc([N+](=O)[O-])c1 (stereo not drawn)	0%	0.3	-15%	9	i	-1%	-2%	0
CN(c1ccccc1)S(=O)(=O)c1ccc(Cl)c(C(=O)Nc2ccncc2)c1	-28%	1.2	0%	14	i	0%	-94%[inhibitor]	3
CCOc1ccc(N(CC(=O)Nc2cccc(OC)c2)S(=O)(=O)c2c(C)noc2C)cc1	-18%	1.0	13%	11	i	0%	-25%	4
CCOc1ccccc1-n1c(C)cc(C=O)c1C	-3%	-6.6	5%	1	i	-2%	-9%	-5
Cc1nnc(NC(=O)C(C)Sc2nnc(CNC(=O)c3ccccc3F)n2C)s1 (stereo not drawn)	14%	-2.1	13%	-16	i	0%	u	-18
COc1cccc(NC(=O)CN(C)C(=O)[C@@H]2CCCN2C(=O)c2cccs2)c1	1%	-1.6	8%	-5	i	0%	i	-1
CC1CCCN(Cc2nc3c(c(=O)n(C)c(=O)n3C)n2CC(=O)c2ccccc2)C1 (stereo not drawn)	3%	0.7	6%	0	i	2%	i	1
c1ccc(-c2nnc(-c3ccccn3)s2)nc1	-11%	-0.2	8%	2	i	0%	-93%[inhibitor]	2
CSc1cccc(NC(=O)C2CC(=O)N(c3ccc4c(c3)OCCO4)C2)c1 (stereo not drawn)	-1%	1.7	19%	-22	i	x	0%	-3
COc1ccc(CCN2C(=O)/C(=C\c3ccco3)SC2=S)cc1OC	5%	-1.8	12%	17	i	2%	-5%	59*
C=CCn1c(SCC(=O)c2cc(C)n(Cc3cccs3)c2C)nnc1-c1ccncc1	3%	-1.6	-5%	12	i	2%	-20%	2
O=C1CC(NS(=O)(=O)c2cccs2)CN1c1ccc(F)cc1 (stereo not drawn)	0%	-0.4	2%	11	i	-1%	i	4
Cc1ccc(S(=O)(=O)NCCCCCC(=O)NC(C)(C)CO)cc1	14%[57.1 µM]	-3.9	-13%	23	i	0%	-5%[57.5 µM]	2
Cc1ccc(Nc2cc(-c3ccccc3)nc3ncnn23)cc1	8%	-4.8	9%	-19	i	3%	-19%	-16
